Screens (PubChem BioAssay)
T cell modulator = modulators of CD8 T cell-vesicle binding, primary screen, mouse 2C CD8+ T cells, flow cytometry | 2C CD8+ T cell-vesicle binding; hits give low values | calls only at 7 µM | hit rate 0.068% among 330,000;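 active means response, share of CD8 T cells binding vesicles, and their 90th percentile fluorescence all below set limits, cut at about 80% in these data, passing the limit was not always enough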
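Material: 2C TCR transgenic mouse naive CD8+ T cells, MACS-purified. Also added: QL9-charged Drosophila Ld/ICAM-1/B7-1 vesicles. Timing: binding 1.5 h at 37 °C. Measured by: high-throughput flow cytometry with anti-B7-1 and anti-CD8 staining. Read-out: percent CD8+ FL2 mean versus row control. Controls: Unloaded micro-vesicles (low), QL9 vesicles with 0.7% DMSO (high).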
Insulin prom up = insulin promoter activators in MIN6 cells, imaging, high-content screening, mouse beta cells. MIN6 insulin promoter-GFP reporter; hits give high values. z-score at 5 µM. hit rate 0.3% among 190,000. AID 1625, 2009;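 active means z-score above 3 at 5 µM with at least 500 cells counted in the well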
Hep lipid drop = inhibitors of hepatocyte lipid droplet formation, primary screen, imaging, high-throughput imaging, BODIPY stain | inhibition, % at 6.5 µM | AML12 mouse hepatocytes, oleate lipid droplets | AID 1656, 2009 | hit rate 0.4% among 240,000;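 active means lipid droplet intensity inhibited by at least 50%, with more than 500 cells counted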
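Material: mouse AML12 hepatocyte cell line, fixed after treatment; Timing: compound with oleate, overnight; Technique: high-content imaging of BODIPY-stained droplets and DAPI nuclei; Probe or stimulus: oleate, 100 µM final; Dosing: compound at 6.5 µM only.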
Myeloid diff MLP = induction of myeloid progenitor differentiation, primary screen, cell-based, flow cytometry, MLPCN library; AID 624256, 2012; calls only at 10 µM; hit rate 1% among 360,000; ER-HoxA9 myeloid progenitors, lysozyme-GFP differentiation;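 active means normalized GFP-positive differentiation at or above the plate's own cutoff, the solvent-only control mean plus 3 SD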;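 further: cells exposed to compound for four days before flow analysis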
MT stabilizer = microtubule stabilizers in HeLa cells, primary screen, imaging, high-content imaging. hit rate 0.83% among 200,000. HeLa tubulin immunostaining HCS, 24 h; share of cells brighter than vehicle mean+2SD. AID 2205, 2009. % tubulin-high responders, % at 10 µM;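 active means plate Z-score above 3 for both tubulin-high and condensed-nucleus cell shares, with cell loss under 80%, at 10 µM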;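 further: anti alpha tubulin signal scored within the nucleus-defined area of each cell; some results filed as inactive read as strong as hits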
West Nile antiviral = West Nile virus antiviral activity, cell-based, CPE readout (AID 1621) | CPE inhibition, % at 10 µM; hits with a dose series show IC50 in µM | West Nile virus-infected cells, CPE inhibition; higher % means a stronger effect | hit rate 0.02% among 290,000; in the data active means a potency from the dose series; further: strong numbers were not always called active
Autophagy HCS = autophagy modulators in MEF cells, primary screen, imaging, high-content, MEF GFP-LC3. MEF GFP-LC3 puncta imaging; test concentration mostly 10 µM. calls only at 10 µM (by protocol). hit rate 0.98% among 190,000;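 active means percentage of spot-positive cells more than 3 SD above its plate mean, without a fluorescence outlier flag or 80% toxicity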;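 further: spot-positive cell cutoff set from DMSO-treated cells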
WT yeast gro inh = growth inhibition of WT strain, primary screen, mitochondrial fusion inhibitor project, WT and mutant strains, chemical genetic | mitochondrial fusion phenotypic screen | inhibition, % at 10 µM | hit rate 2.1% among 190,000; in the data active means inhibition above about 58%; tested in S. cerevisiae
bCat nuc transl = modulators of beta-catenin nuclear translocation, primary screen, imaging, HeLa cells, immunofluorescence, high-content | nuclear translocation activity, % at 5 µM | hit rate 0.3% among 190,000;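 active means nuclear translocation activity above 50% at 5 µM, with a well cell count of 50 or more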;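 further: per-cell ratio of nuclear to cytoplasmic median beta-catenin stain intensity; plate controls were DMSO negative control for no effect and GSK-3 inhibitor IX positive control for full effect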
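assay system = human HeLa cells, endogenous beta-catenin | times = compound treatment 24 h, 37°C, 5% CO2 | detection = Anti-beta-catenin immunofluorescence on PFA-fixed, Triton-permeabilized cells, DAPI nuclei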
WT yeast gro inh mutant strain = second read-out of WT yeast gro inh, no call of its own (marks repeat the call); inhibition, %; mitochondrial fusion phenotypic screen, mutant strain inhibition
Insulin prom up cell count = further read-out of Insulin prom up, marked with its call; cell count; measured here: cytotoxicity, nuclei count;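 total cells summed across four imaged fields per well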
Hep lipid drop cells 6.5 µM = further read-out of Hep lipid drop, marked with its call; cell count; measured here: cell count, cytotoxicity flag;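 cells counted across two imaged fields per well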
bCat nuc transl cell count 5 µM = also measured in bCat nuc transl; calls as there; cell count; measured here: cell count, cytotoxicity flag
T cell modulator vesicle-bound % = recorded beside T cell modulator, whose call it bears; double positive events, %; measured here: CD8+ vesicle-bound cell fraction;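 binding gate set so that unloaded-vesicle control wells show 10% double positive cells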
MT stabilizer Hoechst-high % = second read-out of MT stabilizer, no call of its own (marks repeat the call); % Hoechst-high responders; measured here: nuclear condensation Hoechst responders;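 share of cells brighter than vehicle mean plus two SD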
MT stabilizer cytotoxicity % = second read-out of MT stabilizer, no call of its own (marks repeat the call); toxicity, %; measured here: cytotoxicity by cell density;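 0% = mean cell density of plate MIN control wells and 100% = no cells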
Autophagy HCS cell loss 18 h = second read-out of Autophagy HCS, no call of its own (marks repeat the call); toxicity, %; measured here: cell loss, nuclei count;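 cell loss after 18 h compound exposure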
Myeloid diff MLP GFP+ MAC1+ % = second read-out of Myeloid diff MLP, no call of its own (marks repeat the call); GFP+ MAC1+ double positive, %; measured here: differentiation confirmed by MAC1 staining
An asterisk follows results filed as active; i = inactive; nt = not tested or not shown.

The opening 2 compounds (preview)
SMILES | T cell modulator | T cell modulator vesicle-bound % | Insulin prom up | Insulin prom up cell count | Hep lipid drop | Hep lipid drop cells 6.5 µM | Myeloid diff MLP | Myeloid diff MLP GFP+ MAC1+ % | MT stabilizer | MT stabilizer Hoechst-high % | MT stabilizer cytotoxicity % | West Nile antiviral | Autophagy HCS | Autophagy HCS cell loss 18 h | WT yeast gro inh | WT yeast gro inh mutant strain | bCat nuc transl | bCat nuc transl cell count 5 µM
CCN(CCn1cccn1)C(=O)c1cc(COc2c(F)cccc2F)on1 | i | 50.5 | -0.34 | 1448 | -8.9 | 638 | i | 0.5 | 1.1 | 0.8 | 2.0 | 0.2% | i | 5.0 | -18.7 | 11.9 | 0.1 | 1513
Cc1nn(C)c(C)c1CCC(=O)N1CCCC(Nc2ccc(C(C)C)cc2)C1 (stereo not drawn) | i | 29.4 | nt | nt | -4.6 | 749 | i | 3.3 | nt | nt | nt | -1.0% | nt | nt | nt | nt | nt | nt

The listing, previewed entries included:
SMILES | T cell modulator | T cell modulator vesicle-bound % | Insulin prom up | Insulin prom up cell count | Hep lipid drop | Hep lipid drop cells 6.5 µM | Myeloid diff MLP | Myeloid diff MLP GFP+ MAC1+ % | MT stabilizer | MT stabilizer Hoechst-high % | MT stabilizer cytotoxicity % | West Nile antiviral | Autophagy HCS | Autophagy HCS cell loss 18 h | WT yeast gro inh | WT yeast gro inh mutant strain | bCat nuc transl | bCat nuc transl cell count 5 µM
CCN(CCn1cccn1)C(=O)c1cc(COc2c(F)cccc2F)on1 | i | 50.5 | -0.34 | 1448 | -8.9 | 638 | i | 0.5 | 1.1 | 0.8 | 2.0 | 0.2% | i | 5.0 | -18.7 | 11.9 | 0.1 | 1513
Cc1nn(C)c(C)c1CCC(=O)N1CCCC(Nc2ccc(C(C)C)cc2)C1 (stereo not drawn) | i | 29.4 | nt | nt | -4.6 | 749 | i | 3.3 | nt | nt | nt | -1.0% | nt | nt | nt | nt | nt | nt
COc1ccc(C)cc1-n1nnnc1SC/C(O)=C(\C#N)c1nc2ccccc2[nH]1 | i | 8.2 | 0.52 | 1241 | 17.7 | 693 | i | 2.4 | 4.6 | 2.2 | 6.6 | 1.0% | i | -3.2 | 15.5 | 1.0 | nt | nt
CCc1cccc(CC)c1NC(=S)NCc1ccc2[nH]c(C)cc2c1 | i | 29.3 | -1.3 | 1036 | 20.6 | 722 | i | 3.3 | 4.2 | 2.5 | 3.8 | nt | i | 18.3 | 46.5 | -12.5 | -2.9 | 575
COc1ccc2oc(C)c(C(=O)c3ccc([N+](=O)[O-])cc3)c2c1 | i | 20.4 | -0.04 | 1467 | 1.7 | 646 | i | 0.4 | 3.1 | 2.0 | 8.9 | -1.2% | i | 19.2 | 39.0 | 10.9 | -2.5 | 535
O=C(Nc1cnn(Cc2ccc(Cl)c(Cl)c2)c1)c1nc2ncccn2n1 | i | 39.4 | -0.3 | 1394 | nt | nt | i | 0.2 | 3.0 | 2.5 | 9.8 | 0.1% | i | 2.2 | 13.7 | 11.0 | 5.1 | 1419
COc1cccc(CSc2nnc(-c3ccncc3)n2C)c1 | i | 58.3 | nt | nt | 6.2 | 765 | i | 0.2 | nt | nt | nt | -0.5% | nt | nt | nt | nt | nt | nt
O=C(COc1ccc(Cl)cc1Cl)NN1C(=O)/C(=C\c2ccc(Cl)cc2)SC1=S | i | 53.9 | nt | nt | -0.3 | 705 | i | 0.2 | 2.1 | 1.8 | 0.4 | -0.2% | i | -33.3 | 7.0 | 10.2 | -4.5 | 547
Cc1ccc(/C=C2\SC(=O)N(CCC(=O)N3CCN(C)CC3)C2=O)cc1 | i | 62.5 | nt | nt | -41.2 | 673 | i | 0.9 | nt | nt | nt | -0.9% | nt | nt | nt | nt | nt | nt
O=C(NCCCCCNC(=O)c1cccnc1)c1cccnc1 | i | 55.7 | 0.87 | 1165 | 5.2 | 787 | i | 0.3 | 7.1 | 3.1 | 6.8 | -0.1% | i | -3.2 | 7.7 | -6.5 | -2.4 | 1150
CN(C)/C=C1/OC(=O)C(C#N)=C1c1ccc(Cl)cc1 | i | 46.4 | nt | nt | 8.3 | 827 | i | 1.3 | nt | nt | nt | 0.1% | nt | nt | nt | nt | nt | nt
CCCn1nnc(NC(=O)COc2cc(C)ccc2C(C)C)n1 | i | 48.8 | 0.26 | 1678 | 0.5 | 677 | i | 10.6 | 2.3 | 1.0 | 4.2 | 0.3% | i | -3.3 | 14.9 | 16.3 | 0.2 | 1056
Cc1cc(C)c2nc(N3CCC(C(=O)NCC4CCCO4)CC3)sc2c1 (stereo not drawn) | i | 51.7 | nt | nt | -2.7 | 710 | i | 1.4 | nt | nt | nt | -0.5% | nt | nt | nt | nt | nt | nt
Cc1ccc(NC(=O)COC(=O)/C=C/c2ccc(Br)o2)cc1S(=O)(=O)N(C)C | i | 45.5 | 0.72 | 1188 | 9.9 | 688 | i | 0.3 | 2.6 | 2.6 | 5.0 | -0.3% | i | 4.5 | -2.4 | 3.6 | -4.7 | 1083
Cc1c(NC(=S)Nc2ccccc2)c(=O)n(-c2ccccc2)n1C | i | 28.0 | -0.1 | 2366 | -19.2 | 554 | i | 1.2 | 3.9 | 2.2 | 2.7 | 1.2% | i | 12.4 | -3.1 | -12.3 | -0.2 | 920
CCOCCn1c(COc2ccccc2)nc2ccccc21 | i | 18.2 | 0.59 | 1184 | -19.5 | 697 | i | 0.3 | 2.6 | 2.4 | 7.6 | -0.1% | i | 7.8 | 10.7 | 9.3 | 0.2 | 1183
O=C(CCCN1C(=O)/C(=C/c2cccs2)SC1=S)NNC(=O)c1ccc(F)cc1 | i | 34.3 | 0.16 | 1223 | -13.0 | 456 | i | 1.2 | 6.0 | 3.4 | 3.4 | nt | i | -2.8 | 4.4 | -8.5 | nt | nt
Cc1ccc(C(C)C)cc1S(=O)(=O)NCc1cccnc1 | i | 37.1 | -0.44 | 1842 | -3.5 | 677 | i | 6.7 | 1.9 | 2.1 | 4.5 | 0.0% | i | 3.2 | -0.2 | 2.2 | 1.6 | 1029
Cc1ccc(NC(=O)C2CC2c2ccccc2)c([N+](=O)[O-])c1 (stereo not drawn) | i | 60.2 | nt | nt | 3.4 | 792 | i | 0.6 | nt | nt | nt | -1.2% | nt | nt | nt | nt | nt | nt
COc1ccc(N(C)C(=O)c2cc3c(Cl)nc4ccccc4c3s2)cc1 | i | 18.8 | -0.25 | 1411 | 0.0 | 714 | i | 0.5 | 7.2 | 1.4 | 8.7 | -0.1% | i | -8.5 | 49.6 | 13.4 | 0.9 | 1105
COc1cccc2sc(NC(=O)c3ccc(S(=O)(=O)N4CCOCC4)cc3)nc12 | i | 35.4 | -0.72 | 1189 | 1.9 | 804 | i | 0.8 | 2.6 | 2.4 | 6.4 | 0.1% | i | -7.1 | 5.2 | 12.9 | 3.6 | 1171
CC1S/C(=N/N=C/c2cccc([N+](=O)[O-])c2)NC1=O (stereo not drawn) | i | 28.3 | -0.24 | 976 | 26.8 | 744 | i | 0.1 | nt | nt | nt | -0.3% | nt | nt | nt | nt | 2.1 | 1302
CCN1CCN(c2oc(COc3ccc(-c4ccccc4)cc3)nc2C#N)CC1 | i | 51.4 | -1.78 | 903 | nt | nt | i | 0.2 | 3.7 | 3.3 | 5.8 | -0.2% | i | -9.5 | 12.9 | 28.4 | 0.1 | 1050
Cc1cc(Oc2ccc(N)cn2)cc(C)c1Cl | i | 45.6 | 1.26 | 1390 | 32.9 | 754 | i | 0.9 | nt | nt | nt | 0.2% | nt | nt | nt | nt | 0.8 | 1323
CCCCCCOC(=O)NCC(O)c1ccccc1 (stereo not drawn) | i | 33.1 | 0.22 | 1129 | nt | nt | i | 1.4 | 1.3 | 2.2 | 5.5 | 1.4% | nt | nt | -6.6 | -10.2 | -7.0 | 1029
Cc1cc(Cl)cc(Cl)c1OCC(=O)NCc1ccco1 | i | 19.7 | 0.65 | 995 | nt | nt | i | 1.4 | 1.9 | 1.5 | 6.9 | 0.1% | i | -23.8 | -12.8 | -3.9 | -3.5 | 958
CC(C)(CO)NC(=O)C12CC3CC(CC(Br)(C3)C1)C2 | i | 33.4 | 0.14 | 1102 | -6.1 | 714 | i | 0.3 | nt | nt | nt | 0.7% | nt | nt | nt | nt | 0.9 | 1340
Cc1cc(-n2c(C)cc(C(=O)CSc3nnnn3-c3ccccc3)c2C)no1 | i | 22.9 | -1.01 | 1144 | nt | nt | i | 2.5 | 1.5 | 1.1 | 7.3 | 0.0% | i | 0.7 | 5.8 | 4.2 | -0.5 | 928
CC(=O)N(C(C)=O)c1c(N2CCCC2)c2ccccc2oc1=O | i | 38.0 | 0.2 | 1395 | 17.5 | 687 | i | 0.3 | 2.0 | 1.4 | 2.7 | -0.4% | i | 1.1 | 14.5 | 7.6 | -0.6 | 985
Cc1csc(SCc2nc3scc(-c4ccccc4)c3c(=O)[nH]2)n1 | i | 14.0 | 1.13 | 1196 | -4.0 | 660 | i | 0.4 | 1.6 | 1.8 | 7.1 | -0.2% | i | -0.4 | 0.7 | -7.0 | -0.9 | 1176
O=C(COC(=O)CCOc1ccccc1)Nc1ccc(Cl)cn1 | i | 38.2 | -0.63 | 1871 | 10.1 | 605 | i | 0.4 | 2.3 | 2.9 | 7.3 | -0.1% | i | -3.1 | 5.7 | 8.7 | 0.0 | 1006
